Bioassay records deposited in PubChem by National Center for Advancing Translational Sciences (NCATS).
GLP-1R inv ag – inverse agonists of human GLP-1 receptor; Potency, µM (series often up to 38.3 µM), inactives show top-dose activity change, negative = inhibition, most hits filed as inhibitors; 410,000 compounds, 1.6% hits; HEK293 GLP-1R CRE-luciferase, luminescence, 24 h; GLP-1R form is constitutively active; P43220; AID 624417; also: % is scaled to controls: 0 for no effect and ±100 for the full control effect; nearly all actives have a fitted effect of over 55% in size
Target sequence (P43220 whole entry, looked up): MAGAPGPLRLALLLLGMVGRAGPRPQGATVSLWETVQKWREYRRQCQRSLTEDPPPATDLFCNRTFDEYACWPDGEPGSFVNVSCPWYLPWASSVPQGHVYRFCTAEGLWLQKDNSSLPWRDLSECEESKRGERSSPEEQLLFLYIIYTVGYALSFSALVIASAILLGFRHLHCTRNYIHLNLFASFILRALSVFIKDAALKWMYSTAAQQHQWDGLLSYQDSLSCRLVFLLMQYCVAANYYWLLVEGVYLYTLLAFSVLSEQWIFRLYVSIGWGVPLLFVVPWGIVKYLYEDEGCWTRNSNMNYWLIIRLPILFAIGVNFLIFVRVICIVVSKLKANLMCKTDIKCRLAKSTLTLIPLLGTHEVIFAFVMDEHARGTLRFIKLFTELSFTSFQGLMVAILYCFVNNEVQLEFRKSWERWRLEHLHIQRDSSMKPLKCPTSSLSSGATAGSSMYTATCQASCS
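HEK293 cells stably co-expressing constitutively active GLP-1R and a cAMP-responsive luciferase reporter were seeded in DMEM with 10% Nu serum, given compounds after 12 h, and incubated 24 h at 37 deg C. Luminescence was then read.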
KB-3-1 cytotox – KB-3-1 parental cell cytotoxicity | KB-3-1 viability, CellTiter-Glo ATP luminescence, 72 h | Potency, µM (titrated, usually from 46.1 µM), without a hit: at the highest dose activity change, negative = cytotoxic, hits mostly cytotoxic | 400,000 compounds, 1.4% hits | AID 1347075; also: % is scaled to controls: 0 for no effect and ±100 for the full control effect; nearly all actives have a fitted effect of over 60% in size
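Luminescent ATP read-out (CellTiter-Glo) measures survival of drug-naive KB-3-1 cells after 72 h compound exposure at 37 °C. Titration series was screened from lowest to highest concentration, with DMSO vehicle plates as background controls.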
HT1080-NT tox – kills 2HG-producing HT-1080-NT fibrosarcoma cells; HT-1080-NT fibrosarcoma viability, CellTiter-Glo ATP luminescence, 48 h; Potency, µM (highest dose often 46.1 µM), for the others: top-dose activity, negative = less viability, actives largely listed as cytotoxic; 360,000 compounds, 1.6% hits;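 also: NT is the 2HG producing partner of a matched IDH1 knockdown line; 0% = DMSO-treated cells and -100% = media-only wells without cells; nearly all actives have a fitted effect of over 55% in size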
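HT-1080-NT fibrosarcoma cells (2HG-overproducing), 750 cells/well in RPMI with 5% FBS, dosed after 2 h and incubated 48 h at 37C. CellTiter-Glo luminescence normalized to DMSO and no-cell wells; concentration-response curves fitted and classed.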
KB-V1 MDR tox – kills drug-selected multidrug resistant KB-V1 cells. Potency, µM (series often up to 46.1 µM), inactives show top-dose activity change, negative = cytotoxicity, actives largely listed as cytotoxic. 400,000 compounds, 3.4% hits. KB-V1 MDR cells viability, CellTiter-Glo, 72 h; also: % is scaled to controls: 0 for no effect and ±100 for the full control effect; nearly all actives have a fitted effect of over 60% in size
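Following 72 h at 37 degrees C with compound, KB-V1 cell viability was read by CellTiter-Glo luminescence, medium being phenol-red-free DMEM plus 10% FBS; concentration-response parameters came from normalized, curve-fitted qHTS data.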
TDP43 rescue – rescues yeast growth from TDP-43 toxicity | TDP-43 expressing yeast growth rescue, BacTiter-Glo, 24 h | Potency, µM (titrated, usually from 46.1 µM), without a hit: at the highest dose growth rescue (activation), actives largely listed as activators | 410,000 compounds, 1.8% hits; also: % of control where 0% means no effect; nearly all actives have a fitted effect of over 50% in size
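Yeast expressing TDP-43 (pregrown in raffinose, seeded at OD600=0.02 in galactose medium) exposed to compounds 24 hr at 30 deg C. Growth read by BacTiter-Glo luminescence; rescue of toxicity appears as increased signal.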
HT1080 IDH1KD tx – toxicity to HT-1080 IDH1 knockdown cells (counter line); 360,000 compounds, 2% hits; HT-1080 IDH1 knockdown viability, ATP luminescence, 48 h; AID 686971; Potency, µM (titrated, usually from 46.1 µM), for the others: top-dose activity, negative = toxicity, hits mostly cytotoxic;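 also: 0% = DMSO wells and -100% = cell-free medium wells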
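In this qHTS, HT-1080 cells depleted of IDH1 are exposed for 48 h at 37 °C to compound titrations. Toxicity is scored from CellTiter-Glo luminescence, with DMSO as full viability and medium alone as none.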
GLP1R ag – activates the human GLP-1 receptor. 380,000 compounds, 0.007% hits. P43220. Potency, µM (series often up to 45.6 µM), for the others: top-dose activation, actives largely listed as activators. HEK293 GLP-1R CRE-luciferase, luminescence, 4-6 h; cells express a hypersensitive GLP-1R form. AID 624172; also: % of control where 0% means no effect
GLP1R cytotox – cytotoxicity counter-screen for GLP-1 receptor inverse agonists. HEK293 cAMP-luciferase reporter cells, luminescence, 24 h. 410,000 compounds, 0.13% hits. Potency, µM (series often up to 38.3 µM), for inactives: at the highest dose activity change, negative = inhibition, usual class: inhibitors;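 also: loss of luciferase light is scored as toxicity; % is scaled to controls: 0 for no effect and ±100 for the full control effect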
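Cells in DMEM/10% Nu serum/1% pen-strep, 1536-well format. Pre-incubated 12 h, dosed with 23 nL compound, incubated a further 24 h. Luciferase detection, 12 min at room temp, luminescence.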
SW480 rerep – induces DNA re-replication in SW480 colon adenocarcinoma cells | SW480 DNA re-replication, Hoechst DNA content imaging, 48 h | Potency, µM (top dose mostly 46.1 µM), for the others: at the top dose re-replication activation, usual class: activators | 340,000 compounds, 1.8% hits; also: % of control where 0% means no effect; nearly all actives have a fitted effect of over 55% in size
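DNA re-replication was detected as more nuclei of elevated Hoechst intensity after 48 hr exposure to compound (23 nL pinned per well of 250 cells).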
Starred values were filed as active, the others as inactive; u = inconclusive; x = no result given; [ ] = dose if it differs, or a comment. Calls follow the shape of the dose curve; as a rule, active = well fitted curve in the direction sought with a large enough effect; inconclusive = small, poorly fitted or top-dose-only effect, or another doubt; inactive = no such curve, though single readings can be large; an effect the other way counts as inactive or inconclusive. Potency is read from the fitted curve at half-maximal effect.

SMILES	GLP-1R inv ag	KB-3-1 cytotox	HT1080-NT tox	KB-V1 MDR tox	TDP43 rescue	HT1080 IDH1KD tx	GLP1R ag	GLP1R cytotox	SW480 rerep
CC(=O)c1cccc(NC(=O)c2cc3sc(Cl)cc3n2C)c1	-21%	7%	x	1%	13%[9.22 µM]	x	x	-10%	x
COC(OC)c1ccc(C#N)c(SCc2ccccc2)n1	-17%	-5%	15%	1%	14µM*	11%	-7%	2%	-1%
Cn1nccc1NC(=O)NC(=O)c1c(Cl)cccc1Cl	-3%	4%	0%	10%	8%	0%	-1%	0%	0%
COc1cccc(-c2cc3nc4c(c(N5CCC6(CC5)OCCO6)n3n2)CCC4)c1	18%	-13%	6%	0%	u	12%	-6%	-15%	-10%
CCOc1ccc(CN2CCN(S(=O)(=O)c3ccc(NC(C)=O)cc3)CC2)cc1OC	-3%	-7%	-18%	u	-14%	13%	3%	10%	2%
O=c1[nH]c2cccc(Cl)c2c2ccccc12	26%	2%	-9%	-21%	13%	-22%	15%	3%	x
COc1cccc(N(C(=O)c2snc(C(N)=O)c2N)C(C(=O)NCC2CCCO2)c2cccs2)c1 (stereo not drawn)	26%	2%	-24%	u	2%	1%	18%	-5%	-3%
CCN(CC)CCNc1nc2nonc2nc1NCCN(CC)CC	u	0%	-16%	-23%	2%	1%	-5%	u	u
Cc1ccc2oc(=O)c3cnn(CC(=O)N4CCc5ccccc5C4)c3c2c1	14%	-15%	-5%	0%	u	-3%	-5%	2%	-8%
CC1CCc2sc(C(=O)N/N=C/C3CCCCC3)cc2C1 (stereo not drawn)	0%	0%	5%	0%	-11%	-8%	1%	12%	u
Cc1ccccc1CCN(C(=O)c1csnn1)C(C(=O)NC1CCCC1)c1ccncc1 (stereo not drawn)	u	5%	-14%	6%	-19%	-1%	13%	2%	8%
CCOc1ccc(CNC(=O)CC(C)n2nc(C)cc2C)cc1OC (stereo not drawn)	22%	4%	x	-4%	0%	x	x	6%	x
CCOC(=O)c1sc(NC(=O)CSc2nc(C)cc(C)n2)c(C#N)c1C	5%	-14%	-13%	8.2µM*	7%	-8%	5%	2%	-1%
CC1=C(/C=C/C(=O)O)C(C)(C)CCC1	0%	-3%	1%	-6%	u	-5%	4%	3%	0%
C=CCNC(=O)NC(=O)COC(=O)c1nc2nccc(C)n2n1	9%	u	13%	-6%	-10%	0%	3%	-2%	-27%
CCOC(=O)C1(C)CCN1C(=O)c1cccc(C(F)(F)F)c1 (stereo not drawn)	-17%	0%	9%	2%	23%	11%	3%	2%	x
Cc1ccc(S(=O)(=O)NC(C(=O)Oc2ccc3c(C(F)(F)F)cc(=O)oc3c2)c2ccccc2)cc1 (stereo not drawn)	19%	-3%	20%	-3%	8%	20%	-4%	43%[activator]	-1%
Cc1ccc2oc(=O)c(-c3nc4ccc(C)cc4[nH]3)cc2c1	2%	0%	x	-30%	1%	x	x	15%	x
CCOC(=O)C1CCN(c2c(N3CCN(Cc4ccccc4)CC3)c(=O)c2=O)CC1	-2%	-2%	-1%	-15%	23%	-3%	5%	-4%	-8%
O=c1[nH]c2ccc(N=Cc3c(O)ccc4cc(Br)ccc34)cc2[nH]1	8%	0%	-3%	9%	-20%	0%	-4%	3%	-13%
Cc1cn([C@H]2C[C@H](O)[C@@H](/C=C/C(=O)NCCC(c3ccccc3)c3ccccc3)O2)c(=O)[nH]c1=O	31%[activator]	0%	7%	5%	16%	4%	8%	4%	x
Cc1ccc(S(=O)(=O)N2CCN(Cc3cccc(C)c3O)CC2)cc1	0%	1%	18%	10%	-10%	11%	-6%	2%	17%
CC1CN(c2oc(-c3ccco3)nc2C#N)CC(C)O1 (stereo not drawn)	9%	-13%	1%	0%	-11%	1%	28%	2%	-1%
CCOC(=O)c1ccc(NS(=O)(=O)c2c(C)n(C)c(=O)n(C)c2=O)cc1	5%	-23%	-2%	-2%	6%	-4%	9%	-5%	3%
O=C(Oc1cccc(Br)c1)c1cccnc1	0%	2%	13%	0%	u	8%	7%	-17%	-6%
Cn1cc(CN2CCC(C(=O)NC(c3ccc(-c4ccccc4)cc3)c3cnccn3)CC2)c2ccccc21 (stereo not drawn)	u	-8%	5.2µM*	0%	-7%	u	-4%	u	x
COc1ccc(C(=O)Nc2ccnn2C2CCN(CC3CC=CCC3)CC2)cc1 (stereo not drawn)	-3%	1%	-6%	-5%	10%	-3%	1%	12%	-1%
O=C(OCC#CCSc1nnc(-c2cccc3ccccc23)o1)c1cnc[nH]1	x	1%	x	-12%	x	x	-4%	x	-4%
Cc1ccc(OCC(O)Cn2c(N)nc3c2c(=O)n(C)c(=O)n3C)cc1 (stereo not drawn)	3%	-18%	-5%	-21%	-14%	-2%	10%	1%	-1%
CCCCCC(O)CCCC(=O)O (stereo not drawn)	-4%	0%	-4%	12%	12%	-4%	0%	3%	u
O=C(CC1SCCNC1=O)Nc1ccc(F)c(Cl)c1 (stereo not drawn)	-2%[7.66 µM]	-1%	8%	-17%	-2%	12%	-1%	2%[7.66 µM]	-1%
CCOc1ccc(NC(=O)[C@H]2O[C@@H]3OC(C)(C)O[C@@H]3[C@H]3OC(C)(C)O[C@H]32)cc1	6%	u	x	u	4%	x	x	0%	x
CC(/C=C/c1ccccc1)=N\NC(=O)CCc1ccccc1	u	7%	12%	19%	0%	0%	7%	-8%	5%
Cc1cc(C)c(NC(=O)CNC(=O)c2cc(C3CC3)nn2-c2ccccc2)c(C)c1	u	-19%	-6%	-20%	-11%	-9%	-5%	-3%	12%
CCOc1ccccc1NC(=O)[C@@H](NC(=O)c1cccc(S(=O)(=O)N2CCOCC2)c1)C(C)C	49%[activator]	10%	4%	3%	-12%[0.397 µM]	19%	14%	0%	-3%
CC1CN(CC(=O)Nc2ccc([N+](=O)[O-])cc2Br)CC(C)O1 (stereo not drawn)	19%	-5%	4%	-14%	x	3%	15%	22%	1%[1.84 µM]
CC(=O)c1sc2nc(-c3ccccc3)cc(C)c2c1N	66%[activator]	-19%	2%	-19%	16%	-1%	5%	79%[activator]	1%
CC(C)(C)OC(=O)N1CCC(c2c(C(=O)NCc3ccccn3)cnn2-c2ccc(F)cc2)CC1	1%	1%	x	0%	3%	x	x	10%	x
Cn1cnc2c(=O)oc3ccc(S(=O)(=O)N4CCN(c5cccc(Cl)c5)CC4)cc3c21	7%	11%	x	0%	7%	x	x	u	x
Cc1cc(NC(=O)C2CCCC2)n(-c2nc3ccccc3[nH]2)n1	2%	0%	7.9µM*	-26%	1%	4µM*	4%	-9%	u
Cc1ccc(C)c(-c2cc(C(=O)NN3CCOCC3)c3ccccc3n2)c1	-15%	9%	-3%	-20%	14%[9.22 µM]	-10%	7%	-13%	-7%
CCc1cc2c(=O)c(-c3ccon3)c(N)oc2cc1OC	36%	-5%	-29%	4%	9%	u	11%	7%	-4%
CCOC(=O)CNC(=O)/C=C/c1c(Cl)cccc1Cl	0%	11%	21%	0%	5%	27%	13%	-9%	-6%
O=C1CC(N2CCN(C(c3ccccc3)c3ccccc3)CC2)C(=O)N1 (stereo not drawn)	u	5%	5%	-3%	-5%	10%	1%	-16%	-87%[inhibitor]
COC(=O)c1ccc(N2CCN(S(=O)(=O)c3ccc4ccccc4c3)CC2)c([N+](=O)[O-])c1	67%	-15%	-9%	u	9%	-9%	-1%	14%	-5%
CSCCC(NC(=O)C1CCC(C)CC1)C(=O)N1CCN(c2ccccn2)CC1 (stereo not drawn)	7%	14%	2%	u	17%	0%	0%	2%	2%
Cc1ccc2onc(CC(=O)Nc3ccc(C(C)C)cc3)c2c1	-11%	4%	x	-10%	12%	x	x	-8%	x
O=C1CC(c2ccccc2)=NO1	-11%	3%	2%	12%	10µM*	-5%	6%	-11%	-13%
COc1ccc2c(C(=O)c3ccc(Cl)cc3)n(CCCC(N)=O)[n+]([O-])c2c1	2%	0%	-3%	12%	6%	0%	8%	-12%	-7%
COc1ccc(C(C(=O)Nc2c(C)cccc2C)n2c(=O)c(-c3ccco3)nc3ccccc32)cc1 (stereo not drawn)	-25%	-1%	-17%	-24%	21%	-8%	x	-15%	x
Cc1ccc(NC(=O)CN2C(=O)NC(Cc3c[nH]c4ccccc34)C2=O)cc1S(=O)(=O)N1CCCCC1 (stereo not drawn)	-26%	u	-28%	4%	-5%	-28%	0%	-26%	22%
O=Cc1cn(-c2ccccc2)nc1-c1cc2c(ccc3ccccc32)oc1=O	7%	-2%	12%	6%	4%	10%	-2%	1%	2%
CC(C)(C)C(=O)Nc1ccc(N2CCN(c3ccc(C(F)(F)F)cn3)CC2)nc1	-3%	12%	-21%	-8%	4%	-5%	2%	-4%	x
Cc1ccc2nc(-c3ccc(Cl)cc3)c(Cc3cccc(Cl)c3)n2c1	u	u	u	u	u	u	0%	u	x

As a working copy, part of the list above.
SMILES	GLP-1R inv ag	KB-3-1 cytotox	HT1080-NT tox	KB-V1 MDR tox	TDP43 rescue	HT1080 IDH1KD tx	GLP1R ag	GLP1R cytotox	SW480 rerep
Cc1ccc(NC(=O)CN2C(=O)NC(Cc3c[nH]c4ccccc34)C2=O)cc1S(=O)(=O)N1CCCCC1 (stereo not drawn)	-26%	u	-28%	4%	-5%	-28%	0%	-26%	22%
O=Cc1cn(-c2ccccc2)nc1-c1cc2c(ccc3ccccc32)oc1=O	7%	-2%	12%	6%	4%	10%	-2%	1%	2%
CC(C)(C)C(=O)Nc1ccc(N2CCN(c3ccc(C(F)(F)F)cn3)CC2)nc1	-3%	12%	-21%	-8%	4%	-5%	2%	-4%	x
Cc1ccc2nc(-c3ccc(Cl)cc3)c(Cc3cccc(Cl)c3)n2c1	u	u	u	u	u	u	0%	u	x
